SNCA expr inhib – Primary qHTS assay for inhibitors of alpha-synuclein gene (SNCA) expression. HEK-293 SNCA-luciferase knock-in, luminescence, 24 h. Potency, µM (highest dose often 57.2 µM), for the others: top-dose activity change, negative = inhibition, actives largely listed as inhibitors. 0.17% of 140,000 active;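 further: potency means the concentration at half of the fitted maximal effect; plate controls were DMSO cells for no effect and cell-free wells for full effect; nearly all actives have a fitted effect of over 45% in size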
IP6K1 inh – Primary qHTS assay for small molecule inhibitors of Inositol hexaphosphate kinase 1 (IP6K1) | AID 1645851, 2021 | 0.81% of 140,000 active | Inositol hexakisphosphate kinase 1 (Homo sapiens), Q92551 | IP6K1 kinase, ADP-Glo luminescence, 2 h; stronger effect = lower value | activity change, % (series mostly up to about 58 µM); in the data active means activity change below about -25%
Target sequence (Q92551 whole entry, looked up): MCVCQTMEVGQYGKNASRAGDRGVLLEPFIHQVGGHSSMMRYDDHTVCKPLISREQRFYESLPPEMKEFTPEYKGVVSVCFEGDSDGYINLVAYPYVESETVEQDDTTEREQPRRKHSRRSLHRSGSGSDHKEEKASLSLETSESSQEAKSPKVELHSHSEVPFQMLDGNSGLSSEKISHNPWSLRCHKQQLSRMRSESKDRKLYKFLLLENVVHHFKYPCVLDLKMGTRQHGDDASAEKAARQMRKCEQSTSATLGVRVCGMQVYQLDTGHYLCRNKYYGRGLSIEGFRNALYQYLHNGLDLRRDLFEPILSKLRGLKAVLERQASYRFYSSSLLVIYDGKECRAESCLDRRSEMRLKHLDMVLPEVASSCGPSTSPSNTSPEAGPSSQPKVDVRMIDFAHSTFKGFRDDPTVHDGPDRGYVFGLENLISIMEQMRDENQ
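ADP-Glo luminescence measures ADP made by human IP6K1 during a 2 h RT reaction with ATP/IP6 (mix at 1.3 mM/130 uM); top library doses 57.5 and 19.1 uM final.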
SNCA viab count – GF-AFC viability counterscreen for inhibitors of alpha-synuclein gene (SNCA) expression. HEK-293-SNCA-luc viability, GF-AFC fluorescence, 24 h. Potency, µM (highest dose often 57.1 µM), for inactives: top-dose activity change, negative = cytotoxicity, usual class: cytotoxic. 0.12% of 150,000 active;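 further: potency means the concentration at half of the fitted maximal effect; 0% = DMSO-treated cells and -100% = medium-only wells without cells; nearly all actives have a fitted effect of over 30% in size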
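HEK-293-SNCA-luc cells (1500/well) plated 24 h, then exposed 24 h to a dilution series; GF-AFC added 30 min at 37C, fluorescence 405/540 nm; normalised to medium-only and DMSO wells, Hill fit.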
GPT2 inhibitor – Primary qHTS assay for inhibitors of Glutamate pyruvate transaminase 2 (GPT2) | Potency, µM (titrated, usually from 57.7 µM), without a hit: at the top dose activity change, negative = inhibition, most hits filed as inhibitors | AID 1671188, 2021 | 0.25% of 100,000 active | Recombinant GPT2, coupled pyruvate oxidase/HRP Amplex Red fluorescence | Alanine aminotransferase 2 (Homo sapiens), Q8TD30; further: potency means the concentration at half of the fitted maximal effect; nearly all actives have a fitted effect of over 60% in size; many of its hits are not listed in these tables
Target sequence (Q8TD30 whole entry, looked up): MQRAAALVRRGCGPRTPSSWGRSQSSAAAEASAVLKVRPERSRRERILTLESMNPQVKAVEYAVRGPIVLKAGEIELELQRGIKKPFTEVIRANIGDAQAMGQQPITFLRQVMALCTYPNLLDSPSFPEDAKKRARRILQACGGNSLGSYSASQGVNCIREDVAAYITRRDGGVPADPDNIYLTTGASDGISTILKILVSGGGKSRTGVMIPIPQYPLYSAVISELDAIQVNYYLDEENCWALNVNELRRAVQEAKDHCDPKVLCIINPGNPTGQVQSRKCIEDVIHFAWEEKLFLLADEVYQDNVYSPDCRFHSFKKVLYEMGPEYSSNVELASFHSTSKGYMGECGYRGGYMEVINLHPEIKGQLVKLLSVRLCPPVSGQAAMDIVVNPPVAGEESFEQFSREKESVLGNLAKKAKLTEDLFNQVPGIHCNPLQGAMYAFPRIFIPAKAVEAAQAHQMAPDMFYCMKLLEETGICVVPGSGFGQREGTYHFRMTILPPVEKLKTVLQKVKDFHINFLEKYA
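Fluorescence of coupled pyruvate oxidase/HRP/Amplex Red system (50uM Amplex, 30 min, dark) reports pyruvate formed by GPT2. Enzyme reaction: 10ng/uL GPT2, 2mM L-alanine, 250uM a-KG, 30 min room temperature, pH 7.5; 50uM AOA control.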
NIH3T3 tox – Cytotoxic Profiling in NIH 3T3 Cell Line of Diverse Libraries Using Quantitative High-Throughput Screening. NIH 3T3 viability, CellTiter-Glo ATP luminescence, 48-72 h. 4.3% of 94,000 active. Potency, µM (series often up to 96.7 µM), without a hit: at the top dose activity change, negative = cytotoxicity, hits mostly inhibitors. AID 1345082, 2018; further: potency means the concentration at half of the fitted maximal effect; nearly all actives have a fitted effect of over 55% in size
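Mouse fibroblast NIH 3T3 cells, 400 per well, received compound via pintool and were incubated for 48 or 72 hr prior to CellTiter-Glo ATP luminescence measurement.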
HEK293 tox – Cytotoxic Profiling in HEK 293 Cell Line of Diverse Libraries Using Quantitative High-Throughput Screening. HEK 293 viability, ATP luminescence (CellTiter-Glo), 48-72 h. Potency, µM (series often up to 115 µM), for inactives: at the highest dose activity change, negative = cytotoxicity, usual class: inhibitors. 6.6% of 94,000 active; further: potency means the concentration at half of the fitted maximal effect; nearly all actives have a fitted effect of over 60% in size
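ATP-coupled CellTiter-Glo luminescence served as viability read-out, recorded 10 min after reagent addition at room temperature. HEK 293 cells, 250 cells/well, had been incubated with pintool-transferred compound for 48 or 72 hr at 37 degree Celsius.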
FLuc inh – Firefly luciferase inhibition profiling of diverse chemical library using quantitative high-throughput screening; 2.5% of 76,000 active; purified P. pyralis luciferase, luminescence, biochemical; Potency, µM (highest dose often 115 µM), for inactives: at the highest dose activity change, negative = inhibition, most hits filed as inhibitors; further: potency means the concentration at half of the fitted maximal effect; nearly all actives have a fitted effect of over 65% in size
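Inhibitors were tested against purified firefly luciferase in a biochemical, low-substrate format (both substrates at 10uM) and luminescence measured with a CCD imager.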
* = called active by the depositor; i = inactive; u = inconclusive; x = not tested or not shown; [ ] = another dose, or the depositor's remark. Unless noted, the call rests on the fitted dose curve; in most records, active means well fitted curve in the direction sought with a large enough effect; inconclusive means small, poorly fitted or top-dose-only effect, or another doubt; inactive means no such curve, though single readings can be large; an effect the other way counts as inactive or inconclusive. Unless noted, on the % scale 0 is the no-effect control and ±100 the full control effect. A portion of the library; count on the stated rates, not on these rows.

SMILES | SNCA expr inhib | IP6K1 inh | SNCA viab count | GPT2 inhibitor | NIH3T3 tox | HEK293 tox | FLuc inh
Cc1cc(CN2CCC3(CC(C(C)C)=NO3)C2)no1 (stereo not drawn) | 1%[87.6 µM] | -1 | 6%[87.6 µM] | 4%[88.5 µM] | i | i | x
COc1ccc2c(c1)C13CCCCC1C(C2)N(C)CC3 (stereo not drawn) | 2% | x | 6% | i | x | x | x
CCN1Cc2ccccc2NC(=O)C12CCNC2 (stereo not drawn) | 15% | -9 | 2% | -18% | 1% | 0% | x
NC(=O)OCCCc1ccccc1 | -2%[25.6 µM] | 29 | 10%[23.9 µM] | -15% | x | x | x
CCOP(=S)(OCC)Oc1cc(C)nc(C(C)C)n1 | -4%[25.6 µM] | -7 | 22%[23.9 µM] | u | x | x | x
COc1cccc2c1C(=O)c1c(O)c3c(c(O)c1C2=O)C[C@@](O)(C(=O)CO)CC3OC1CC(N2CCOC(OC)C2)C(O)C(C)O1 (stereo partly drawn) | -88%[25.6 µM] | 9 | -29%[23.9 µM] | u | x | x | x
CCC(CC)c1cc([C@H]2CN3CC[C@H]2C[C@@H]3CNS(=O)(=O)c2ccccc2C#N)nc(-c2ccncc2)n1 | -2% | 0 | 2% | u | u | u | 15%
CSCC(=O)Nc1ccc2n(c1=O)C[C@H]1C[C@@H]2CN(C(=O)c2ccccc2)C1 | 3%[87.6 µM] | -1 | -6%[87.6 µM] | i | -10%[174 µM] | i | -6%[172 µM]
Cc1ccc2c(c1)[C@H]1CN(C)CC[C@H]1N2C(=O)CSc1nnnn1-c1ccc(Cl)cc1 | x | 3 | -18% | i | x | x | x
O=C(Nc1ccc(=O)n2c1[C@@H]1C[C@@H](CN(C(=O)c3ccc(F)cc3)C1)C2)C1CCCCC1 | -20% | 0 | -5% | -17% | -14% | -15% | -4%

Reprinted from the part before: 4 compounds, followed by the next part.
SMILES | SNCA expr inhib | IP6K1 inh | SNCA viab count | GPT2 inhibitor | NIH3T3 tox | HEK293 tox | FLuc inh
CCC(CC)c1cc([C@H]2CN3CC[C@H]2C[C@@H]3CNS(=O)(=O)c2ccccc2C#N)nc(-c2ccncc2)n1 | -2% | 0 | 2% | u | u | u | 15%
CSCC(=O)Nc1ccc2n(c1=O)C[C@H]1C[C@@H]2CN(C(=O)c2ccccc2)C1 | 3%[87.6 µM] | -1 | -6%[87.6 µM] | i | -10%[174 µM] | i | -6%[172 µM]
Cc1ccc2c(c1)[C@H]1CN(C)CC[C@H]1N2C(=O)CSc1nnnn1-c1ccc(Cl)cc1 | x | 3 | -18% | i | x | x | x
O=C(Nc1ccc(=O)n2c1[C@@H]1C[C@@H](CN(C(=O)c3ccc(F)cc3)C1)C2)C1CCCCC1 | -20% | 0 | -5% | -17% | -14% | -15% | -4%
C=C[C@H]1CN2CC[C@H]1C[C@@H]2CNS(=O)(=O)c1ccc(Cl)cc1 | 2%[87.6 µM] | 12 | 10%[87.6 µM] | u | u | -13%[172 µM] | -1%[172 µM]
C/C=C(/C)C1C=CC2CC(C)CC(C)C2C1/C(O)=C1\C(=O)NC(CC(C)(O)C(=O)O)C1=O (stereo not drawn) | x | -4 | -3%[23.9 µM] | i | x | x | x
CC[N+]1(CC)CCC(OC(=O)C(O)(c2ccccc2)c2ccccc2)C1 (stereo not drawn) | -38%[25.6 µM] | 21 | -9%[23.9 µM] | i | x | x | x
O=C(c1ccc(F)cc1)N1C[C@@H]2C[C@H](C1)c1c(-c3ccccc3F)ccc(=O)n1C2 | -27%[87.6 µM] | 15 | -15%[87.6 µM] | -6%[88.5 µM] | -10%[174 µM] | -25%[172 µM] | 2%[172 µM]
CC(=O)c1cccc(NC(=O)OC[C@H]2C[C@@H]3CCN2C[C@@H]3c2cc(C3CCCC3)nc(C)n2)c1 | u | -9 | -22% | 0% | u | 14µM* | -1%
Cc1ccccc1-c1ccc2n(c1=O)C[C@H]1C[C@@H]2CN(C(=O)Nc2ccc(Cl)cc2)C1 | -25%[87.6 µM] | -4 | -7%[87.6 µM] | -6%[88.5 µM] | -18%[174 µM] | -22%[172 µM] | -3%[172 µM]
Cc1nnc(NC(=O)c2cccn(Cc3cccc(Cl)c3)c2=O)s1 | -3% | -5 | 6% | x | x | x | x
CCOC(=O)[C@H]1CN(C(=O)CC2CCCC2)[C@]2(C)C(=O)Nc3ccccc3[C@H]12 | 7%[25.6 µM] | 4 | 3%[23.9 µM] | -19%[27.3 µM] | u | u | x
Cc1ccccc1S(=O)(=O)N1[C@H]2CC[C@@H]1c1cnc(-c3ccccc3)nc1C2 | 18% | 20 | -4% | i | u | 25µM* | 7%
CSCC(=O)N1CC(CO)C2(CCNCC2)C1 (stereo not drawn) | 3% | -7 | -1% | -10% | i | 8% | -2%
CC[C@@H]1C[C@H]2CC[C@H](O2)[C@H](C)C(=O)O[C@@H](C)C[C@@H]2CC[C@@H](O2)[C@@H](C)C(=O)O[C@H](CC)C[C@H]2CC[C@H](O2)[C@H](C)C(=O)O[C@@H](C)C[C@@H]2CC[C@@H](O2)[C@@H](C)C(=O)O1 | x | 19 | u | u | x | x | x
CC(=O)O[C@H]1CN2CCC1CC2 | x | -11 | u | i | x | x | x
CCOc1ccc(CN(CCc2ccc3c(c2)OCO3)Cc2cc(OC)ccc2O)cc1 | -3% | -7 | 4% | x | x | x | x
O=C(CN1CCCC1=O)NCc1ccc(F)c(Cl)c1 | -23% | -2 | 2% | i | -17% | -16% | -6%
Cc1cccc([C@H]2C[C@@H](O)[C@@H](O)[C@@H]2NCC2CCCC2)c1 | -29%[87.6 µM] | 15 | -13%[87.6 µM] | -35%[88.5 µM] | 89µM* | 50µM* | 6%[230 µM]
CN(C)c1ccc(CC(=O)N2CCN(Cc3ccccc3)CC(O)C2)cc1 (stereo not drawn) | 7% | 18 | 1% | i | -29% | u | 14%
CSc1nccc(N2CCC3(CCCN(CC4CC4)C3)C2)n1 (stereo not drawn) | -5% | -2 | 1% | -13% | -5% | 2% | -2%
Cc1ccccc1-c1ccc2n(c1=O)C[C@H]1C[C@@H]2CN(S(=O)(=O)c2cccs2)C1 | -9%[87.6 µM] | 5 | 3%[87.6 µM] | i | -2%[174 µM] | -1%[172 µM] | 4%[172 µM]
CCN[C@@H](C)Cc1ccccc1 | -35% | -1 | 65% | i | x | x | x
O=C1CO[C@H]2CN(Cc3ccccn3)C[C@H]2N1c1ccccc1 | 10%[87.6 µM] | -3 | -1%[87.6 µM] | 5%[88.5 µM] | u | u | -5%[172 µM]
CCC(CC)c1cc([C@H]2CN3CC[C@H]2C[C@@H]3CNC(=O)Cc2cccs2)nc(-c2ccncc2)n1 | -18% | 8 | -19% | -4% | 28µM* | 40µM* | 0%
CC(C)(O)c1cn(C[C@H]2CC3CCN2C[C@@H]3C(=O)NCc2ccco2)nn1 (stereo partly drawn) | -1%[87.6 µM] | 18 | 1%[87.6 µM] | -6%[88.5 µM] | 2%[174 µM] | -11%[172 µM] | 2%[172 µM]
CN(C)C(=S)SSC(=S)N(C)C | -31%[25.6 µM] | 14 | -13%[23.9 µM] | -2% | x | x | x
Nc1ccc(Cl)cc1 | -17% | 24 | -11% | -3%[88.5 µM] | x | x | x
CC(C)(C)CN1CC2ON=C(C(=O)O)C2C1 (stereo not drawn) | 0%[87.6 µM] | 7 | 4%[87.6 µM] | i | -9%[174 µM] | 0%[230 µM] | x
C[C@H]1CN(CC[C@H](O)C2CCCCC2)CC[C@@]1(C)c1cccc(O)c1 | x | 7 | -2% | i | x | x | x
O=S1(=O)N(Cc2ccccc2)CCCN1Cc1cccc(Cl)c1 | 19% | -2 | 10% | x | x | x | x
FC(F)(F)c1cccc(C2=CCN(CCc3ccc4ccccc4c3)CC2)c1 | -28%[25.6 µM] | 12 | -8%[23.9 µM] | -7% | x | x | x
COc1ccccc1N1CCN(C[C@H]2CN3CC[C@H]2C[C@@H]3CNC(=O)c2ccc3c(c2)OCO3)CC1 | u | -7 | 8% | i | u | -28% | -12%
C[C@]12C/C(=C/O)C(=O)C[C@@H]1CC[C@@H]1[C@@H]2CC[C@@]2(C)[C@H]1CC[C@]2(C)O | -52%[25.6 µM] | 4 | 1%[23.9 µM] | i | x | x | x

In the list so far, these contain an aryl thioether with sulfur outside any ring:
SMILES | SNCA expr inhib | IP6K1 inh | SNCA viab count | GPT2 inhibitor | NIH3T3 tox | HEK293 tox | FLuc inh
Cc1ccc2c(c1)[C@H]1CN(C)CC[C@H]1N2C(=O)CSc1nnnn1-c1ccc(Cl)cc1 | x | 3 | -18% | i | x | x | x
CSc1nccc(N2CCC3(CCCN(CC4CC4)C3)C2)n1 (stereo not drawn) | -5% | -2 | 1% | -13% | -5% | 2% | -2%

(list continues)
SMILES | SNCA expr inhib | IP6K1 inh | SNCA viab count | GPT2 inhibitor | NIH3T3 tox | HEK293 tox | FLuc inh
CC(C(O)c1ccccc1)N(C)C/C=C/c1ccccc1 (stereo not drawn) | 30%[25.6 µM] | 10 | 1%[23.9 µM] | 4% | x | x | x
CN1c2ncccc2CN(Cc2ccccc2)CC[C@H]1CO | 13%[87.6 µM] | -13 | -2%[87.6 µM] | i | u | u | -7%[172 µM]
O=C(N1CCCCC1Cc1ccccc1)n1cc(-c2ccc(-c3ccccc3)cc2)nn1 (stereo not drawn) | x | 11 | 1% | -7% | x | x | x
CC#C[C@]1(O)CC[C@H]2[C@@H]3C[C@H](C)C4=CC(=O)CC[C@]4(C)[C@H]3CC[C@@]21C | 44%[25.6 µM] | 7 | -18%[23.9 µM] | i | x | x | x
CC(C)CCN(C1CCNCC1)C1CCOCC1 | -9% | -9 | -7% | i | -3% | -15% | -13%
CC(=O)Nc1ccc(S(=O)(=O)NC[C@H]2C[C@@H]3CCN2C[C@@H]3c2cc(-c3ccccc3)nn2C)cc1 | -28% | -13 | -5% | i | -2% | u | -4%
O=C(NC1CCCCC1)N1[C@H]2CC[C@@H]1c1cncnc1C2 | -3% | -6 | -4% | 1% | 0% | i | 5%
COc1cc2c(cc1OCc1ccncc1)NC(=O)C21CCN(Cc2ccccc2O)CC1 | 1% | -7 | 0% | i | u | 45µM* | -5%
CN(C)c1ccc(C(=O)N2CCC3(CC2)c2nccn2-c2ccccc2CN3C)cc1 | -12% | 13 | -3% | -2% | -13% | -18% | 5%
COc1cc2c(cc1OCc1ccccc1)N(C(=O)CC1CC1)CC21CCN(C)CC1 | 3%[87.6 µM] | -2 | -17%[87.6 µM] | i | 79µM* | 112µM* | 4%[172 µM]

Screening data as filed in PubChem BioAssay.
